From PubChem BioAssay
RGS4 inh = inhibitors of human regulator of G protein signaling 4 | P49798 | Transcreener GDP fluorescence polarization, RGS4-accelerated GTP hydrolysis | Potency, µM (top dose mostly 114 µM), without a hit: at the top dose activity change, negative = inhibition, actives largely listed as inhibitors | 390,000 tested, 0.039% active | AID 504845; further: on the % scale 0 is the no-effect control and ±100 the full control effect; nearly all actives have a fitted effect of over 75% in size; some results filed as inactive show a strong effect at the top dose
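MLSMR compounds (23 nl, pin-transferred) preincubated 10 min at room temperature with a 500nM (2x) first reagent, then RGS4 at 900nM (2x) plus Transcreener GDP mix added; fluorescence polarization (620/688 nm) read before and after 90 min at 30 °C.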
Pin1 inh = inhibitors of human Pin1; Q13526; Pin1 FP peptide displacement, HiFluor488, 10 min; Potency, µM (top dose mostly 115 µM), inactives show top-dose activity, negative = inhibition, most hits filed as inhibitors; 390,000 tested, 0.009% active; AID 504891; active means well fitted inhibition curve with a large enough effect in the polarisation, with a control signal flat, not every such curve was filed as active; inconclusive means small, poorly fitted or top-dose-only effect, or effect the other way, or a change in a side signal; inactive means no such curve, though single readings can be large or run the other way; the % refers to the polarisation; further: on the % scale 0 is the no-effect control and ±100 the full control effect
Target sequence (Q13526 whole entry, looked up): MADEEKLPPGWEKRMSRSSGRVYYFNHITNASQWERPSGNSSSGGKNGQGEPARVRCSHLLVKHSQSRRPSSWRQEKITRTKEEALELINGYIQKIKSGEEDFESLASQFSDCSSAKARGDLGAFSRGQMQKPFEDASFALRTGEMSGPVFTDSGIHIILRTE
rTrxR1 inhibitor = rat TrxR1 inhibition; recombinant rTrxR1, NADPH fluorescence consumption, selenite substrate; Potency, µM (top dose mostly 114 µM), inactives show top-dose activity change, negative = inhibition, most hits filed as inhibitors; 390,000 tested, 1% active; AID 588453; further: on the % scale 0 is the no-effect control and ±100 the full control effect; nearly all actives have a fitted effect of over 65% in size
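Rat TrxR1 (90 nM in the dispensed reagent) was pre-reduced with 400 uM NADPH for 5 min at room temperature, then incubated with compound for 15 min. After 400 uM selenite was added, NADPH fluorescence (Ex 340/Em 450 nm) was followed for 8 min.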
Tb PGK inh = blocks T. brucei phosphoglycerate kinase; Potency, µM (series often up to 57.5 µM), for the others: at the highest dose activity change, negative = inhibition, actives largely listed as inhibitors; 380,000 tested, 0.043% active; P07378; PGK/GAPDH coupled, Kinase-Glo luminescence, 60 min; AID 602233; further: on the % scale 0 is the no-effect control and ±100 the full control effect; nearly all actives have a fitted effect of over 60% in size
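Recombinant glycosomal PGK reaction used 1,3-bisphosphoglycerate generated in-well by GAPDH (100nM final) in 100mM TEA pH 7.6, 5mM MgCl2, 0.01% Tween-20. After 60 minutes at room temperature, ATP was read by Kinase-Glo Plus luminescence end-point.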
HP1b binding inh = inhibitors of HP1-beta chromodomain binding to methylated histone tails; Potency, µM (top dose mostly 114 µM), inactives show top-dose activity change, negative = inhibition, hits mostly inhibitors; 390,000 tested, 0.56% active; P83916; AID 540317; AlphaScreen HP1-beta / biotin-H3K9me3 peptide binding; further: nearly all actives have a fitted effect of over 70% in size; inactives centre near 23
Target sequence (P83916 whole entry, looked up): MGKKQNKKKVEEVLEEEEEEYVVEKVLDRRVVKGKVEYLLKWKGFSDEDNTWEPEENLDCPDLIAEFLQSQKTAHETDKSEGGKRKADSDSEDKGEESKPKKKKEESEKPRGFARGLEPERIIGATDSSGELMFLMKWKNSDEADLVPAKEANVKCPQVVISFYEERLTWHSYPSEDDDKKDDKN
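AlphaScreen: HP1-beta (50 nM) preformed 30 min with biotin-H3(1-18)K9me3 peptide (50 nM) in PBS pH 7.4, 0.01% Tween-20. Compound added for 30 min at RT, then streptavidin donor/nickel chelate acceptor beads (10 ug/mL) for 30 min.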
JMJD2A Tudor = blocks the human JMJD2A Tudor domain. O75164. AlphaScreen JMJD2A-Tudor / H3K4me3 peptide binding. Potency, µM (series often up to 114 µM), inactives show at the highest dose activity change, negative = inhibition, most hits filed as inhibitors. 390,000 tested, 4.4% active. AID 504339; further: on the % scale 0 is the no-effect control and ±100 the full control effect; nearly all actives have a fitted effect of over 50% in size
GLS inh = glutaminase GLS (human) inhibition; O94925; GLS enzymatic activity, qHTS titration; Potency, µM (titrated, usually from 45.5 µM), inactives show top-dose activity change, negative = inhibition, actives largely listed as inhibitors; 410,000 tested, 0.21% active; AID 624170; further: on the % scale 0 is the no-effect control and ±100 the full control effect
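hKGA in 45 mM KH2PO4 pH 8.2, 0.02% Tween-20 with pin-transferred compounds; 1 mM L-glutamine (stock) plus glutamate oxidase/HRP/Amplex Red coupling added. Fluorescence read initially and after 30 min at RT.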
12-LOX inh = blocks human arachidonate 12S-lipoxygenase; P18054; purified 12hLO, xylenol orange hydroperoxide absorbance; Potency, µM (highest dose often 108 µM), without a hit: at the highest dose activity change, negative = inhibition, actives largely listed as inhibitors; 580,000 tested, 1.1% active; AID 1671190; further: on the % scale 0 is the no-effect control and ±100 the full control effect
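Hydroperoxide product was detected by ferrous iron/xylenol orange as the 573 to 405 nm absorbance ratio. Arachidonic acid at 40 uM (final) was turned over for 30 min at room temperature by 150 nM human 12hLO, pH 7.0 Hepes buffer, after 15 min compound preincubation.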
ERG Ets-DNA blk = blocks human ERG Ets domain binding to DNA | P11308 | fluorescence polarization, His-ERG Ets domain / labelled DNA | Potency, µM (series often up to 76.9 µM), inactives show top-dose FP activity, negative = inhibition, hits mostly inhibitors | 370,000 tested, 0.028% active; active means well fitted inhibition curve with a large enough effect in the polarisation, with a control signal flat; inconclusive means small, poorly fitted or top-dose-only effect, or effect the other way, or a change in a side signal; inactive means no such curve, though single readings can be large or run the other way; the % refers to the polarisation;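 further: polarization taken with two DNA probes labelled with fluorescein and Texas red; % of control where 0% means no effect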
Target sequence (P11308 whole entry, looked up, the tested form may be a part): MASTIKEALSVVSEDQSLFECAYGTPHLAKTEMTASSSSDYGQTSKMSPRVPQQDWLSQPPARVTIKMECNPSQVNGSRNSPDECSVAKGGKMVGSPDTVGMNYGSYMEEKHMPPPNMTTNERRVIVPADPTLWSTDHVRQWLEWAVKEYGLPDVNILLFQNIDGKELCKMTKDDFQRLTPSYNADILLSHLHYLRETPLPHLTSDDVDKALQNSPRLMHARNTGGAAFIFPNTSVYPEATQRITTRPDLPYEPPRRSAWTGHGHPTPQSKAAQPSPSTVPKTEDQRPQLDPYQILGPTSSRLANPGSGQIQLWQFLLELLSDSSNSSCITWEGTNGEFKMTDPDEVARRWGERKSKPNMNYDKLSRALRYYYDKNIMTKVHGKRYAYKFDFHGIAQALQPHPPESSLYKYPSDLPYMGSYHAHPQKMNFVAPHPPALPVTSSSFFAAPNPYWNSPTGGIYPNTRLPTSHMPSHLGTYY
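His-tagged ERG Ets domain (1 uM in the protein solution; 300mM KCl, 50mM Tris-HCl, 1mM EDTA, 1mM DTT, pH 7.5) received compound, then a probe mix of 5 nM fluorescein-DNA and 100nM Texas-615-DNA. Fluorescence polarization was read for both dyes.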
Active calls of the source: *; i = inactive; ? = inconclusive; · = no result given; [ ] = dose if it differs, or a comment. Unless noted, the call rests on the fitted dose curve; in most records, active means well fitted curve in the direction sought with a large enough effect; inconclusive means small, poorly fitted or top-dose-only effect, or another doubt; inactive means no such curve, though single readings can be large; an effect the other way counts as inactive or inconclusive. Potency means the concentration at half of the fitted maximal effect. The list is partial; the hit share may differ from the screen's.

RGS4 inh,Pin1 inh,rTrxR1 inhibitor,Tb PGK inh,HP1b binding inh,JMJD2A Tudor,GLS inh,12-LOX inh,ERG Ets-DNA blk,mol
-24%,1%,?,i,1%,-26%,1%,4%,3%,O=C(NCCc1nc2ccccc2[nH]1)/C(=C/c1ccco1)NC(=O)c1ccc(Br)cc1
-4%,3%,-9%,-8%,17%,1%,6%,0%,-11%,COc1ccc(S(=O)(=O)NNC(=O)c2ccc([N+](=O)[O-])cc2)cc1
4%,0%,5%[57.1 µM],-11%,45%[activator],-8%,-11%,-5%,1%,C[C@H](CO)N1C[C@H](C)[C@@H](CN(C)S(=O)(=O)c2cccs2)Oc2c(NC(=O)NC3CCCCC3)cccc2C1=O
15%,-7%,2%,·,2%,-7%,9%,13%,·,CCS(=O)(=O)N1CCC(C(=O)NCC2CCCO2)CC1 (configuration not stated)
-15%,-8%,0%,11%,13%,-15%,?,?,-2%,S=C(NCCN1CCCCC1)Nc1ccc(Br)cc1
-26%,7%,14%,-2%,32%,-7%,11%,5%[57.4 µM],·,CCc1ccc(CNC(=O)CN2C(=O)COc3ccccc32)cc1
10%,5%,5%,2%,16%,-21%,-1%,?,-7%,CCOc1ccc2ccccc2c1CNCCc1ccc(S(N)(=O)=O)cc1
7%,0%,1%,5%,12%,-15%,-3%,?,-6%,CN(Cc1ccccc1)C(=O)c1cn(C)c2ccc(S(=O)(=O)N3CCCCC3)cc2c1=O
-2%,0%,14%,6%,9%,-22%,5%,-14%,-3%,S=C(NCc1ccc(Cl)cc1)NCc1ccccn1
-27%[56.9 µM],-8%,25%,-9%,67%[activator],-15%,2%,2%,13%,COc1ccc(OCC(=O)N/N=C(\C)CC(=O)Nc2ccc(OC)cc2[N+](=O)[O-])cc1
-5%,-2%,0%,3%,29%,-15%,61%[activator],1%,·,C=C(C)CNC(=S)NNC(=O)c1ccco1
17%[56.9 µM],2%,11%,-9%,50%[activator],-6%,-15%,0%,-11%,N/C(=N\OC(=O)c1ccc([N+](=O)[O-])cc1)c1ccccn1

One compound at a time (already shown). Values in the order: RGS4 inh | Pin1 inh | rTrxR1 inhibitor | Tb PGK inh | HP1b binding inh | JMJD2A Tudor | GLS inh | 12-LOX inh | ERG Ets-DNA blk
Shown for CCOc1ccc2ccccc2c1CNCCc1ccc(S(N)(=O)=O)cc1 = 10% | 5% | 5% | 2% | 16% | -21% | -1% | ? | -7%
Shown for N/C(=N\OC(=O)c1ccc([N+](=O)[O-])cc1)c1ccccn1 = 17%[56.9 µM] | 2% | 11% | -9% | 50%[activator] | -6% | -15% | 0% | -11%

Following part.
RGS4 inh,Pin1 inh,rTrxR1 inhibitor,Tb PGK inh,HP1b binding inh,JMJD2A Tudor,GLS inh,12-LOX inh,ERG Ets-DNA blk,mol
-11%,-2%,13%[57.1 µM],1%,33%,-25%,0%,-11%,-7%,O=C(NCCCN1CCOCC1)c1onc(CSc2ccncc2)c1C(=O)NCCCN1CCOCC1
7%,-6%,-2%[57.1 µM],1%,?,25µM*,0%,-9%,2%,Cc1ccc(Nc2nc(N)c([N+](=O)[O-])c(N3CCCC(C)C3)n2)cc1C (configuration not stated)
-6%,0%,-9%[11.4 µM],3%,26%,-1%,25%,7%[57.4 µM],1%,Cc1cccc(CCNS(=O)(=O)c2cnc[nH]2)c1
3%,-7%,22%,-3%,21%,-6%,6%,-4%,4%,O=C(NCCN1CCOCC1)C1CC(=O)N(c2ccc(F)cc2)C1 (configuration not stated)
12%,-2%,9%[57.1 µM],0%,10%,-26%,0%,?,4%,CCCCN(CC)CCCNC(=O)c1ccc2c(c1)N(Cc1ccc(C)cc1)C(=O)c1ccccc1S2
-12%,5%,27%[57.1 µM],-3%,39%[activator],-6%,0%,?,3%,Cn1c(=O)[nH]c(=O)c2c1nc(N/N=C/c1cccnc1)n2Cc1ccc(Cl)cc1
8%,-2%,-8%[57.1 µM],0%,22%,-13%,19%,-3%,11%,CN(CC(=O)Nc1ccc(N2CCOCC2)cc1)C(=O)C1CCCC1
3%,?,5%,4%,30%[activator],-15%,18%,0%,-4%,CCC(CC)COC(=O)C(C#N)c1nc2ccccc2nc1N1CCOCC1 (configuration not stated)
16%,6%,30%,-2%,80%[activator],13%,1%,?,1%,CCCCN1CC(COCc2ccccc2)Oc2ccccc2S1(=O)=O (configuration not stated)
-13%,-2%,4%,-3%,36%,-10%,-14%,-25%,5%,CC(NC(=O)c1cccs1)c1nnc(SCc2ccc(Cl)cc2Cl)n1C (configuration not stated)
-73%[56.9 µM],-3%,27%,1%,19%,-33%,1%,0%,-4%,C=CCSc1nc(C)c(CCC(C)C)c(=O)[nH]1
13%,1%,10%,-7%,33%[activator],-4%,-3%,0%,-20%,CN1CCN(CC(=O)Nc2ccccc2Oc2ccccc2)CC1
-10%,-8%,15%,2%,10%,-10%,6%,187%[activator],4%[15.4 µM],CSc1ccccc1NC(=O)COC(=O)c1cnc(C)cn1
-5%,7%,17%,-3%,42%[activator],0%,-10%,-1%,1%,COc1ccc(NC(=O)C2CC(c3ccc(Cl)cc3)=NO2)cc1OC (configuration not stated)
-14%,3%,6%,-6%,20%,-13%,-12%,-3%,-6%,Cc1cccc(N2C(=O)CC(N3CCC(c4nc5ccccc5[nH]4)CC3)C2=O)c1 (configuration not stated)
-30%,2%,1%[57.1 µM],4%,4%,-27%,10%,28µM*,-2%,C=CC[n+]1c(-c2ccc(C)cc2)csc1Nc1c(C)n(C)n(-c2ccccc2)c1=O
1%,-4%,-1%[57.1 µM],8%,28%,-13%,2%,-3%,9%,Cc1ccccc1OCc1nnc(SCC(=O)Nc2c(C)n(C)n(-c3ccccc3)c2=O)n1-c1ccccc1
-4%[11.4 µM],-6%,-5%,-2%,28%,-16%,30%,0%,3%,CCN(CC)CCn1c(=S)[nH]c2cc(C(=O)N3CC(C)CC(C)C3)ccc2c1=O (configuration not stated)
21%,?,-7%,4%,-21%,?,0%,45µM*,9%,Cc1ccc(S(=O)(=O)/N=C(/Nc2ccc([N+](=O)[O-])cc2)c2ccccc2)cc1
29%,-1%,11%[57.1 µM],-4%,0%,-9%,7%,26%,6%,Cc1ccc(S(=O)(=O)N2CCN(S(=O)(=O)N3CCOCC3)CC2)cc1
2%,4%,3%,0%,10%,-21%,1%,17%,·,O=S(=O)(Nc1ccccn1)c1ccc(C2CCCCC2)cc1
-25%,1%,-49%,22%,12%,28µM*,-2%,-22%,6%,O=C(CSc1ncn[nH]1)c1cccc([N+](=O)[O-])c1
3%,0%,3%,4%,26%,-12%,0%,5%,-1%,O=C(c1ccccc1Cl)N1CCN(c2ccccn2)CC1
-10%,1%,15%[57.1 µM],-1%,18%,-9%,16%,-1%,-2%,CCOC(=O)Cc1nnc(Nc2cccc(C)c2)c2ccccc12
-14%,10%,9%,2%,34%,5%,13%,0%,-2%,Cc1cc(C)nc(NC(=NCCc2c[nH]c3ccccc23)NC(=O)c2ccco2)n1
-17%,-8%,13%,i,44%[activator],-1%,-3%,-5%,6%,CC1CCN(C(=O)C2CCN(S(=O)(=O)N3CCC4(CC3)OCCO4)CC2)CC1
-14%,-5%,-14%,-7%,-5%,-27%,3%,-29%,-22%,CCN1C(=O)CC(c2ccco2)Sc2ccccc21 (configuration not stated)
-7%,0%,7%[57.1 µM],-1%,52%,2%[57.1 µM],1%,32%,-3%,Cn1nnnc1SCC(=O)c1ccc2c(c1)OCCO2
4%,1%,-24%[57.1 µM],0%,22%,-22%,32%[activator],0%,-2%,CC1(C)CC(=O)C2=C(C1)N(c1ccccc1)C(N)=C(C#N)C2c1ccccc1 (configuration not stated)
-29%,-11%,8%,-9%,-9%,?,-1%,5%,5%,Cn1nc(-c2ccc(Cl)cc2)c2cc(C(=O)N3CCN(C(=O)c4ccco4)CC3)sc21
-1%,-1%,4%,0%,48%[activator],-4%,4%,3%,-10%,C[C@@H]1CN([C@@H](C)CO)C(=O)c2cccc(NC(=O)C3CCOCC3)c2O[C@H]1CN(C)S(=O)(=O)c1ccc(Cl)cc1
13%,0%,5%,-8%,18%,?,3%,-1%,0%,O=C(CN1C(=O)S/C(=C\c2ccccc2Cl)C1=O)NCCCn1ccnc1
3%,4%,?,10%,32%,89µM*,2%,27%,18%,C#CCOCCOCCOCCNc1nc(N2CCN(C(=O)[C@H](CCCCN)n3cc(CN)nn3)CC2)nc(N2CCN(C(=O)[C@H](CCC(=O)O)n3cc([C@@H](N)CCCCN)nn3)CC2)n1
52%,-6%,?,-1%,37%,-5%,0%,5%,7%,COC(=O)Cc1c(C)c2ccc(OCC(=O)N(C)C3CCS(=O)(=O)C3)cc2oc1=O (configuration not stated)
